Source: PubChem BioAssay
PERK inhibitor: block of dimerizer-induced PERK translation repression, primary screen, PERK inhibitor project, CHO PERK-DD cells, SEAP luminescence, HTS; inhibition, % at 5.6 µM; CHO PERK-DD fusion, SEAP luminescence translation reporter; 0.17% of 220,000 active; Eukaryotic translation initiation factor 2-alpha kinase 3 (Homo sapiens), Q9NZJ5;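 active = inhibition above the mean inhibition of all tested compounds plus 3 SD, set separately per screening campaign, cut at about 2.9% in these data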;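 also: PERK kinase domain activated by AP20187 dimerizer at 100 nM; 0% = DMSO with dimerizer and 100% = rapamycin at 8.4 µM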
Target sequence (Q9NZJ5 whole entry, looked up, the tested form may be a part): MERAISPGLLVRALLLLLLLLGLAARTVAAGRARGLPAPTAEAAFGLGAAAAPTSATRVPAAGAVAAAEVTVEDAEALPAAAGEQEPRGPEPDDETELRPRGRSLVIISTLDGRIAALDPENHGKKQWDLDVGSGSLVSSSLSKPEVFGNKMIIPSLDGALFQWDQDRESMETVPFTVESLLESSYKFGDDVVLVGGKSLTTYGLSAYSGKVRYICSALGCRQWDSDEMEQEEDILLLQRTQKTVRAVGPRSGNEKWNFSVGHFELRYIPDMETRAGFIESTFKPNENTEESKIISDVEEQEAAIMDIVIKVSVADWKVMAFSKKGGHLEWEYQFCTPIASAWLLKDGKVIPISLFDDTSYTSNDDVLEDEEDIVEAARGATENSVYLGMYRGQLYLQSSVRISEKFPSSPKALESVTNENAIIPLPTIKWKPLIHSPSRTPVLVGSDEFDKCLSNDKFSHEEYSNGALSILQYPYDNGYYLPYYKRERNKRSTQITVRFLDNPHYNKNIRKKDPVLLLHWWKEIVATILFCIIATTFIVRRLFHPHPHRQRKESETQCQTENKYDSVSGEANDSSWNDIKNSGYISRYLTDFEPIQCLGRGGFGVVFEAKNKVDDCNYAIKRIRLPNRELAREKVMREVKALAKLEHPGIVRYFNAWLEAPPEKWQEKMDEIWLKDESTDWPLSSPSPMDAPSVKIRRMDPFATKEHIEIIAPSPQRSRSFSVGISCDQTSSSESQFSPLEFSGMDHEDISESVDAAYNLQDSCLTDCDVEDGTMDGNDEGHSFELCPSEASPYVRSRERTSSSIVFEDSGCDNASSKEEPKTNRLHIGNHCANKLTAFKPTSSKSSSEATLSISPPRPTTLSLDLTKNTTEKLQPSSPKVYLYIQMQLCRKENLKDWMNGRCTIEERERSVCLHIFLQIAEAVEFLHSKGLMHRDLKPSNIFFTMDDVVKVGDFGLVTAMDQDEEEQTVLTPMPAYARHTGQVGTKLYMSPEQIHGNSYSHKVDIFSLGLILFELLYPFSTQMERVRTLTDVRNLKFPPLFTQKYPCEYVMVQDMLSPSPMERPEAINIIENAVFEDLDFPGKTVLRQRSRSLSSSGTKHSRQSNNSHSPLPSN
PGE2 EP2 inh: human EP2 receptor antagonists, primary screen, TR-FRET cAMP, C6 glioma cells; AID 1422, 2008; 0.52% of 260,000 active; Prostaglandin E2 receptor EP2 subtype (Homo sapiens), P43116; C6 glioma cells expressing human EP2; cells stimulated with saturating PGE2; inhibition, % at 25 µM;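 active = percent inhibition above 40 after rounding to a whole number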;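 also: rat C6 glioma host cells with rolipram phosphodiesterase inhibitor present; the protocol text gives 20 µM as final concentration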
Runt-SMMHC FRET: inhibitors of RUNX1 Runt–CBFb-SMMHC binding, primary screen, biochemical, FRET, Cerulean-Runt, Venus-CBFb-SMMHC, uHTS | Runt-related transcription factor 1 (Homo sapiens) + Core-binding factor subunit beta … | Cerulean-Runt/Venus-CBFb-SMMHC FRET ratio 530/480, 1 h | 0.74% of 220,000 active | AID 1434, 2008 | inhibition, % at 20 µM;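 active = mean inhibition across duplicate retests at 20 µM reaching about 50%, limit read from the data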;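 also: 0% = DMSO wells and 100% = wells with excess untagged CBFb-SMMHC; inhibitors lower the FRET ratio by blocking Runt binding to CBFb-SMMHC; some results filed as inactive read as strong as hits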
EP2 mod: EP2 receptor modulators, cAMP readout, primary screen, cell-based, HTRF cAMP, PGE2 stimulation; induction, % at 25 µM; Prostaglandin E2 receptor EP2 subtype (Homo sapiens), P43116; 0.83% of 260,000 active; EP2-expressing cells, cAMP HTRF FRET, PGE2 co-stimulation;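 active = compounds whose cAMP rise, as percent of the full-agonist control response, exceeds 60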;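 also: rat C6 glioma line stably carrying human EP2 under a CMV promoter; the protocol text gives 20 µM as final concentration; 100% = response of wells given 1 µM PGE2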
Hck-Nef inh: inhibitors of Nef-activated human Hck kinase, primary screen, biochemical, Z-Lyte FRET, 384-well, Hck-YEEI; inhibition, % at 20 µM; Recombinant Hck-YEEI plus Nef, Z-Lyte FRET kinase assay; Tyrosine-protein kinase HCK (Homo sapiens), P08631; 0.68% of 220,000 active;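 active = Hck-Nef kinase inhibition above about 50%, limit read from the data; inactive = inhibition below that limit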;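 also: 0% = DMSO with Hck plus Nef and 100% = Hck alone without Nef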
Runt-CBFb FRET: inhibitors of RUNX1 Runt–CBFb binding, primary screen, biochemical, FRET, Cerulean-Runt, Venus-CBFb, uHTS; Runt-related transcription factor 1 (Homo sapiens) + Core-binding factor subunit beta …; Cerulean-Runt/Venus-CBFb FRET ratio 530/480, 1 h; inhibition, % at 20 µM; 0.46% of 220,000 active;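 active = inhibition over about 50% at 20 µM in the single-dose screen, limit read from the data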;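 also: 0% = DMSO wells and 100% = excess unlabeled CBFb competitor control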
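test system = Cerulean-tagged RUNX1 Runt domain (FRET donor) fusion protein | reagent = Venus-CBFb binding partner, 100 nM | incubation = protein complex preformed 1 h, compound exposure 1 h, room temperature, dark | detection = FRET fluorescence | read-out basis = loss of energy transfer signal | controls = 5 µM unlabeled CBFb as full-inhibition high control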
TNF death inh: inhibitors of TNF-alpha triggered necroptosis, primary screen, cell-based, Jurkat FADD-/-, single concentration. Jurkat FADD-/- TNF necroptosis rescue, ATP luminescence, 24 h; 0 = TNF only, 100 = no-TNF cells. activation (protection from cell death), % at 10 µM. 0.068% of 220,000 active;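 active = activation, meaning protection from cell death, of at least 50% relative to plate controls; inactive = activation below 50%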;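 also: necroptosis triggered by 40 ng/mL TNF-alpha added together with compound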
RBBP9 inh: human RBBP9 inhibitors, primary screen, biochemical, fluorescence polarization, FP-Rh probe, HTS. AID 1515, 2009. 0.2% of 220,000 active. Serine hydrolase RBBP9 (Homo sapiens), O75884. inhibition, % at 7.94 µM. recombinant RBBP9;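 active = inhibition above the campaign mean of all tested compounds plus 3 SD, cut at about 14% in these data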;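 also: plate controls were DMSO wells with RBBP9 for no effect and wells lacking RBBP9 protein for full effect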
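Measured by – fluorescence polarization · Test system – RBBP9 protein · Input – 2.5 µM RBBP9 dispensing solution, before mixing · Measure – percent inhibition from mP, scaled between DMSO and no-protein wells · Benchmarks – DMSO-treated enzyme wells and wells lacking RBBP9 · Times – preincubation 30 min plus labeling 45 min at 25 °C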
zVAD death inh: inhibitors of zVAD-triggered necroptosis, primary screen, L929 cells | L929 zVAD necroptosis rescue, ATP luminescence, 24 h; with zVAD 60 µM | viability rescue, % at 10 µM | 0.38% of 220,000 active | AID 1377, 2008;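 active = activation, scaled between plate controls, above about 75%, limit read from the data; inactive = activation under that limit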;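 also: 0% = zVAD with DMSO and 100% = DMSO alone without zVAD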
An asterisk follows results filed as active; . = not tested or not shown; & = joins results of further samples.

Molecule,zVAD death inh,TNF death inh,PERK inhibitor,PGE2 EP2 inh,Hck-Nef inh,EP2 mod,Runt-CBFb FRET,Runt-SMMHC FRET,RBBP9 inh
COc1cc(S(=O)(=O)N2CCC(c3nc4ccccc4s3)CC2)ccc1S(=O)(=O)NC1CCCC1,0.0,-6.2,0.3,-5,10,22,-3,2,-6
COc1cc(-c2noc(-c3cccs3)n2)cc(OC)c1OC,0.3,-0.9,0.1,7,4,33,-4,1,5
CCOC(=O)NCCc1c(C)nc2c(c(C)nn2C(C)(C)C)c1C,0.0,-11,-0.5,9,1,3,0,2,-4
Cc1cc(Br)c(OCc2ccc(C(=O)N/N=C3\CC4CC=CC34)cc2)c(Br)c1 (stereo unspecified),.,0.3,-0.1,5,4,26,-7,4,-10
Cc1ccc(S(=O)(=O)N2CCCC2)cc1S(=O)(=O)N1CCCC1,0.0,-1.6,-0.3,5,0,7,-1,3,-6
CCN(CC)S(=O)(=O)c1ccc(N(C)CCc2ccc(OC)c(OC)c2)nc1,2.0,0.2,0.0,4,18,-26,0,-4,-1
O=C(Nn1cnnc1)C1CCCN1S(=O)(=O)c1ccc(F)cc1 (stereo unspecified),0.3,-1.0,0.9,7&-1,1,2&12,-2,0,1
CCCCOC(=O)c1cc(=O)[nH]c2ccccc12,-0.4,-3.4,0.3,10,5,-5,0,2,-5
COc1cc(/C=C(\C#N)C(=O)N2CCOCC2)cc(Br)c1O,1.0,3.2,1.0,2,6,1,9,23,-7
O=C(Cc1ccc(Cl)cc1)Nc1ccncc1,1.5,-8.5,0.7,9,18,-17,-1,-1,-4
COc1ccc(NC(=O)C(C)Sc2nnc3c4c(nc(-c5ccc(OC)cc5)n23)CC(C)(C)OC4)cc1 (stereo unspecified),-0.1,-1.6,-0.3,15,1,28,-3,-4,-5
COC(=O)/C(=C/c1cn(C(C)=O)c2ccccc12)[N+](=O)[O-],0.1,-0.8,-0.2,14,18,-85,1,11,-5
COc1ccccc1CNC(=O)c1oc2ccc(S(=O)(=O)N3CCCC3)cc2c1C,0.2,0.6,-2.1,11,1,-17,1,0,1
Nc1nnn(CC(=O)N/N=C/c2ccco2)n1,0.0,1.0,2.1,3,22,27,0,1,-7
CCOC(=O)c1ccc(S(=O)(=O)Nc2ccccc2-c2nnn(CC)n2)cc1,0.4,-0.3,-0.3,3,-4,-28,-1,-1,-5
CS(=O)(=O)N1CCC(Oc2ccccc2C(=O)NC2CCCCCC2)CC1,-3.6,0.6,-0.2,0,19,-30,-2,1,9
COc1cc(NC(=O)CSc2nc3ccccc3cc2C)c(C(=O)O)cc1OC,0.6,1.0,0.0,7,1,8,1,1,5
Cc1cccc(NC(=O)C2(c3cccs3)CCOCC2)n1,0.5,0.4,-0.1,10,4,1,2,3,-3
O=C(Cc1ccccc1)NCCCc1ccccc1,-0.4,2.9,-1.5,10,1,-18,0,-2,-2
COc1ccc(NC(=O)Cn2nnc(-c3ccccc3NC(=O)c3ccco3)n2)cc1,41,-6.7,-0.3,9,16,1,-5,-2,0
CC(=O)Nc1cccc(OC(=O)N2CCOCC2)c1,0.0,-0.2,-0.6,12,0,22,0,-7,4
COC(=O)C(NC(C)=O)(Nc1ccccn1)C(F)(F)F (stereo unspecified),0.1,-1.6,0.7,7,-1,-16,1,-3,1
Cc1noc(C)c1COC(=O)c1ccc2c(c1)OCO2,-0.2,-2.6,0.1,4,1,23,-2,0,-1
CCCCc1c(C)c2ccc(OCC(C)=O)cc2oc1=O,1.6,-0.9,1.3,12,7,.,-6,7,-7
CCCn1c(CCC(=O)O)nc2cc(S(=O)(=O)N3CCCC3)ccc21,0.3,1.0,1.3,4,25,-2,-2,-3,-10
COc1ccc(-n2c(N)cc(=O)[nH]c2=O)cc1,0.3,1.8,1.2,11,52*,19,0,0,-4
C=CCn1c(Cc2c[nH]c3ccccc23)nnc1SCC(=O)NCc1ccccc1,0.4,-0.6,0.1,11,1,-17,-2,2,0
O=C(CC1C=Cc2ccccc2N1C(=O)c1ccccc1)c1ccccc1 (stereo unspecified),0.0,-2.2,0.8,2,21,20,-1,2,-3
COc1ccc(NC(=O)C2C3CCC(C3)C2C(=O)O)cc1OC (stereo unspecified),0.0,-1.5,0.8,10,2,14,4,2,-1
CC(=O)NS(=O)(=O)c1ccc(NC(=O)/C=C/c2ccccc2)cc1,1.1,0.7,0.0,9,-1,-11,0,-8,3
O=C(NCCCN1CCN(c2ccccc2F)CC1)C1CCC(=O)N1C1CCCCC1 (stereo unspecified),0.2,-0.3,-0.4,8,-1,13,1,3,-4
N#Cc1c(-c2cccs2)cc(C2CC2)nc1SCC(N)=O,0.5,-0.3,-0.1,16,6,2,6,-1,-4
Cc1ccn2cc(-c3cccc([N+](=O)[O-])c3)nc2c1,-0.2,-1.6,0.4,3,2,-14,0,0,-4
COc1ccc(/C=N/NC(=O)c2cccc(COCC(F)(F)C(F)F)c2)cc1,1.1,1.4,0.1,5,3,-74,-2,4,-15
CCOc1ccc(/C=C2\CCc3ccccc3C2=O)cc1,0.1,-6.4,-0.4,13,8,27,1,-1,-6
COc1cc(OC)c2c(-c3ccccc3)cc(=O)oc2c1C(CCN1CCCCC1)c1ccc(N(C)C)cc1 (stereo unspecified),4.2,-15,.,15,25,-37,1,0,.
Cc1cc(C(=O)Cn2cc(C(F)(F)F)ccc2=O)c(C)n1-c1ccccc1,-1.2,-4.3,-0.2,13,-7,6,0,2,-9
CCn1cc(C(=O)NC2CCCCC2)c(=O)c2cc(S(=O)(=O)N(C)C)ccc21,0.7,2.2,1.2,5,1,-6,1,-3,-6
CN1CCN(CCCC(=O)c2ccc(F)cc2)CC1,-0.1,2.5,0.6,5,3,-1,0,3,3
Cc1ccc(N2C(=O)N(CC(=O)NCc3ccccc3Cl)C(=O)C2C)cc1 (stereo unspecified),1.7,-0.9,-0.8,8,21,15,0,1,-5
CCS(=O)(=O)c1ccc2oc(SCC(=O)NCCC3=CCCCC3)nc2c1,0.0,-2.7,-0.6,8,-1,-2,0,-1,-5
O=C(C1CCN(S(=O)(=O)N2CCC3(CC2)OCCO3)CC1)N1CCc2ccccc2C1,-0.5,0.1,-1.1,.,1,5,0,3,3
O=C(CN1CCN(c2ccccc2)CC1)Nc1ccc2c(c1)OCCO2,0.0,0.2,0.8,11,-7,-31,-2,-4,-8
O=C(Nc1nc(-c2nc3ccccc3s2)cs1)C1CC1,3.2,0.3,-0.1,12,1,-63,0,4,-10
COc1ccc2c(c1)C(C)CC(C)(C)N2C(=O)CSc1nc2ccccc2s1 (stereo unspecified),0.0,1.2,0.5,.,0,45,-6,-8,-7
C#CCOCCOCCOCCNc1nc(N2CCN(C(=O)[C@H]([C@@H](C)CC)n3cc([C@@H](N)CO)nn3)CC2)nc(N2CCN(C(=O)[C@H](CCCCN)n3cc([C@@H](N)C(C)CC)nn3)CC2)n1 (stereo partly specified),-0.3,0.5,0.4,15,-9,23,2,0,-4
Cc1cc(=O)[nH]c(NN)n1,0.2,3.1,0.6,9,12,-1,3,1,-9
CCC/C(=N/NC(=O)c1cccc(Cl)c1)c1ccccc1,0.3,1.1,-0.3,14,4,28,-2,-3,-7
O=C(CNC(=O)c1ccccc1F)OCc1csc(-c2ccccc2)n1,1.9,-0.8,1.6,7,-2,18,-1,1,6
CCN(CC)C(=O)COc1ccc(/C(C)=N/NC(=O)c2ccccc2Br)cc1,5.7,1.7,1.5,3,22,7,0,5,-9
Cc1cccc(C)c1NC(=O)C(=O)c1cn(C)c2ccccc12,1.4,2.2,-0.4,7,-17,-23,1,2,-5

Retrieved by structure from the list above:
Molecule,zVAD death inh,TNF death inh,PERK inhibitor,PGE2 EP2 inh,Hck-Nef inh,EP2 mod,Runt-CBFb FRET,Runt-SMMHC FRET,RBBP9 inh
N#Cc1c(-c2cccs2)cc(C2CC2)nc1SCC(N)=O,0.5,-0.3,-0.1,16,6,2,6,-1,-4
O=C(C1CCN(S(=O)(=O)N2CCC3(CC2)OCCO3)CC1)N1CCc2ccccc2C1,-0.5,0.1,-1.1,.,1,5,0,3,3

An excerpt, so the mix of outcomes need not match the whole.
